PI4K2A block – qHTS for small molecular inhibitors of PI4K2A. Phosphatidylinositol 4-kinase type 2-alpha (Homo sapiens), Q9BTU6. activity change, negative = inhibition, % at 76.9 µM. purified PI4K2A, ADP-Glo luminescence, 1 h; hits give low values. 420,000 tested, 0.13% active; in the data active means activity change below about -50%; inconclusive means mostly about -30% to -49%;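 further: -100% = wells without enzyme as full effect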
Target sequence (Q9BTU6 whole entry, looked up): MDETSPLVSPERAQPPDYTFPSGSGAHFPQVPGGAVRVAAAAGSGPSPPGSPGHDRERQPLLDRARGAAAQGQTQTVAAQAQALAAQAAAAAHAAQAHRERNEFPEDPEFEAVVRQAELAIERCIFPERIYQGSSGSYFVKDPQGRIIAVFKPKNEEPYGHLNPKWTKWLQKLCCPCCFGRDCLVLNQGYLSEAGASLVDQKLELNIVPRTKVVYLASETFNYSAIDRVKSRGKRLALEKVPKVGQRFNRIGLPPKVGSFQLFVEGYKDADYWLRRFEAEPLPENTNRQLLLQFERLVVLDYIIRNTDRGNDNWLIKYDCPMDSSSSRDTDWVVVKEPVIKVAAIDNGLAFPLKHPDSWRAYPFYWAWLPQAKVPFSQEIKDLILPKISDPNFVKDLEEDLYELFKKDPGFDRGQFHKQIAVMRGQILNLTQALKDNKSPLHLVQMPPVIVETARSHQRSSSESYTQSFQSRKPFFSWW
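ADP-Glo luminescence measured ADP generated by PI4K2A enzyme (4 ug/mL before mixing) with 1.2 mM PI substrate (pre-mix) and 300 microM ATP (pre-mix). Tris pH7.5 buffer with MgCl2, Triton X-100; 1 h reaction at ambient temperature.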
HP1b chromo inh – HTS for Inhibitors of HP1-beta Chromodomain Interactions with Methylated Histone Tails. Chromobox protein homolog 1 (Homo sapiens), P83916. AlphaScreen HP1-beta / biotin-H3K9me3 peptide binding. Potency, µM (series often up to 114 µM), without a hit: at the top dose activity change, negative = inhibition, usual class: inhibitors. 390,000 tested, 0.56% active; further: potency means the concentration at half of the fitted maximal effect; nearly all actives have a fitted effect of over 70% in size; inactives centre near 23
Target sequence (P83916 whole entry, looked up): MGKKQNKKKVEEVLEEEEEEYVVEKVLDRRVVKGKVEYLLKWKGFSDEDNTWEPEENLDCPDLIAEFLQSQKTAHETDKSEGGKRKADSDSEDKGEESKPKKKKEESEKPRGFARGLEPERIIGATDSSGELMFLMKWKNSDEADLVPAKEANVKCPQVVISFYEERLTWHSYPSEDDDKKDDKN
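HP1-beta protein (50 nM final) preincubated 30 min at room temperature with biotinylated H3(1-18)K9me3 peptide (50 nM) in PBS pH 7.4, 0.01% Tween-20, then compound added for 30 min. AlphaScreen streptavidin donor/nickel chelate acceptor beads (10 ug/mL final), 30 min dark, luminescence read.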
JMJD2A Tudor inh – qHTS Assay for Inhibitors of JMJD2A-Tudor Domain; AID 504339, 2011; Lysine-specific demethylase 4A (Homo sapiens), O75164; 390,000 tested, 4.4% active; AlphaScreen JMJD2A-Tudor / H3K4me3 peptide binding; Potency, µM (series often up to 114 µM), without a hit: top-dose activity change, negative = inhibition, hits mostly inhibitors; further: potency means the concentration at half of the fitted maximal effect; on the % scale 0 is the no-effect control and ±100 the full control effect; nearly all actives have a fitted effect of over 50% in size
GLS inhibitor – qHTS for Inhibitors of Glutaminase (GLS). Glutaminase kidney isoform, mitochondrial (Homo sapiens), O94925. AID 624170, 2012. Potency, µM (top dose mostly 45.5 µM), for the others: at the top dose activity change, negative = inhibition, usual class: inhibitors. 410,000 tested, 0.21% active. GLS enzymatic activity, qHTS titration; further: potency means the concentration at half of the fitted maximal effect; on the % scale 0 is the no-effect control and ±100 the full control effect
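Compounds were pin-transferred onto hKGA, after which L-glutamine (1 mM solution) and a detection mix of glutamate oxidase, HRP and Amplex Red were added. Initial and 30 min RT fluorescence reads were collected.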
RGS4 inh – Inhibitors of Regulator of G Protein Signaling (RGS) 4: qHTS; Regulator of G-protein signaling 4 (Homo sapiens), P49798; Transcreener GDP fluorescence polarization, RGS4-accelerated GTP hydrolysis; Potency, µM (highest dose often 114 µM), for the others: at the highest dose activity change, negative = inhibition, actives largely listed as inhibitors; 390,000 tested, 0.039% active; further: potency means the concentration at half of the fitted maximal effect; on the % scale 0 is the no-effect control and ±100 the full control effect; nearly all actives have a fitted effect of over 75% in size; some results filed as inactive show a strong effect at the top dose
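MLSMR compounds (23 nl, pin-transferred) preincubated 10 min at room temperature with a 500nM (2x) first reagent, then RGS4 at 900nM (2x) plus Transcreener GDP mix added; fluorescence polarization (620/688 nm) read before and after 90 min at 30 °C.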
BAZ2B block – qHTS Assay for Inhibitors of BAZ2B; Bromodomain adjacent to zinc finger domain protein 2B (Homo sapiens), Q9UIF8; AlphaScreen BAZ2B-H3K14Ac peptide displacement; AID 504333, 2011; 360,000 tested, 4.4% active; Potency, µM (titrated, usually from 114 µM), without a hit: top-dose activity change, negative = inhibition, actives largely listed as inhibitors; further: potency means the concentration at half of the fitted maximal effect; on the % scale 0 is the no-effect control and ±100 the full control effect; nearly all actives have a fitted effect of over 60% in size
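BAZ2B 50 nM plus b-H3(5-23)K14Ac 50 nM, PBS pH 7.4/0.01% Tween-20, 30 min RT; compound added (max 110 uM), 30 min RT; streptavidin donor/Ni-chelate acceptor beads 10 ug/mL final, 20 min dark; AlphaScreen read.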
ERG Ets-DNA blk – qHTS for Small Molecule Inhibitors of the ERG Ets/DNA interaction. fluorescence polarization, His-ERG Ets domain / labelled DNA. Potency, µM (top dose mostly 76.9 µM), without a hit: at the top dose FP activity, negative = inhibition, most hits filed as inhibitors. 370,000 tested, 0.028% active. Transcriptional regulator ERG (Homo sapiens), P11308; active means well fitted inhibition curve with a large enough effect in the polarisation, with a control signal flat; inconclusive means small, poorly fitted or top-dose-only effect, or effect the other way, or a change in a side signal; inactive means no such curve, though single readings can be large or run the other way; the % refers to the polarisation;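 further: polarization taken with two DNA probes labelled with fluorescein and Texas red; potency means the concentration at half of the fitted maximal effect; % of control where 0% means no effect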
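His-tagged ERG Ets domain (1 uM in the protein solution; 300mM KCl, 50mM Tris-HCl, 1mM EDTA, 1mM DTT, pH 7.5) received compound, then a probe mix of 5 nM fluorescein-DNA and 100nM Texas-615-DNA. Fluorescence polarization was read for both dyes.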
12-LOX inh – Primary qHTS assay for inhibitors of human arachidonate 12S-lipoxygenase (ALOX12): Round 2; Polyunsaturated fatty acid lipoxygenase ALOX12 (Homo sapiens), P18054; purified 12hLO, xylenol orange hydroperoxide absorbance; Potency, µM (top dose mostly 108 µM), for inactives: top-dose activity change, negative = inhibition, actives largely listed as inhibitors; 580,000 tested, 1.1% active; AID 1671190, 2021; further: potency means the concentration at half of the fitted maximal effect; on the % scale 0 is the no-effect control and ±100 the full control effect
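Hydroperoxide product was detected by ferrous iron/xylenol orange as the 573 to 405 nm absorbance ratio. Arachidonic acid at 40 uM (final) was turned over for 30 min at room temperature by 150 nM human 12hLO, pH 7.0 Hepes buffer, after 15 min compound preincubation.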
G9a inh – qHTS Assay for Inhibitors of Histone Lysine Methyltransferase G9a | Histone-lysine N-methyltransferase EHMT2 (Homo sapiens), Q96KQ7 | G9a H3K9 monomethylation, AlphaScreen, 2 h | Potency, µM (highest dose often 102 µM), for inactives: at the highest dose activity, negative = inhibition, actives largely listed as inhibitors | 350,000 tested, 8.8% active; further: potency means the concentration at half of the fitted maximal effect; on the % scale 0 is the no-effect control and ±100 the full control effect; nearly all actives have a fitted effect of over 75% in size
Target sequence (Q96KQ7 913-1193 limits assumed): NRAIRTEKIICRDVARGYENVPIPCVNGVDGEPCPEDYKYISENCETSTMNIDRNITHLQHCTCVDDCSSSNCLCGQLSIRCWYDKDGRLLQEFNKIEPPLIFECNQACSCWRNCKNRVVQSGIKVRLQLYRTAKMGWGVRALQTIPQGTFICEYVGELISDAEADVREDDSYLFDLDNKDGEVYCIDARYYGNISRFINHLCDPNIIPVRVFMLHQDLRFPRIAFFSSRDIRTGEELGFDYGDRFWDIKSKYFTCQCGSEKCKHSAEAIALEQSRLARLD
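AlphaScreen read-out: biotin-H3K9 peptide (500 nM) methylation by 20 nM enzyme with 20 uM SAM, 2 h at room temperature after 15 min compound preincubation; anti-monomethyl H3K9 antibody plus donor/acceptor beads, 10 min dark.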
An asterisk follows results filed as active; ? = inconclusive; · = no result given; & = joins results of further samples; [ ] = remark or other dose. Unless noted, the call rests on the fitted dose curve; in most records, active means well fitted curve in the direction sought with a large enough effect; inconclusive means small, poorly fitted or top-dose-only effect, or another doubt; inactive means no such curve, though single readings can be large; an effect the other way counts as inactive or inconclusive. Not all compounds are listed; rates above refer to the full screens.

SMILES | PI4K2A block | HP1b chromo inh | JMJD2A Tudor inh | GLS inhibitor | RGS4 inh | BAZ2B block | ERG Ets-DNA blk | 12-LOX inh | G9a inh
COc1cccc(-c2cc(C(=O)Nc3c(C)nn(Cc4ccccc4Cl)c3C)no2)c1 | -1.9 | 29.3% | -16.4% | -2.8% | 4.9% | -14.5% | -7.2% | -15.0% | -36.1%[59 µM]
COc1ccc(/C=N/NC(=O)c2cccc(NC(=O)c3ccccc3)c2)c(C(=O)O)c1OC | -6.3 | 5.4% | -22.1% | 5.3% | -2.1% | -26.6% | 3.1% | 23.7% | -1.9%[59 µM]
CCOc1ccc(NC(=O)CNC(=O)Cc2ccccc2)cc1 | -1.1 | 37.3% | -6.0% | -0.5% | 1.2% | 1.0% | -0.7% | -4.3% | 3.2%
COc1ccccc1-n1cnnc1SCC(=O)Nc1cccc(S(N)(=O)=O)c1 | 0.5 | 22.5% | -11.0% | -7.1% | -3.1% | 28.1% | 7.8% | 16.8% | 3.3%
O=c1c(Cl)c(Cl)cnn1-c1ccccc1 | -2.0 | 45.1%[activator] | 13.4% | -0.6% | -0.7%[11.4 µM] | -3.7% | 7.0% | -3.0% | -10.5%[59 µM]
CCc1nc2sc3ccccc3c(=O)c2c(=O)n1Cc1ccco1 | ? | -10.0% | 56.2µM* | -23.9% | ? | ? | 8.3% | -21.5% | -18.6%[59 µM]
Cc1ccc(NC(=O)c2ccc([N+](=O)[O-])o2)cc1C | 4.3 | -12.6% | -20.8% | 5.9% | -7.3% | ? | -3.9% | -13.3% | ?
O=S(=O)([N-]c1nc2ccccc2nc1-n1cc[n+](Cc2ccccc2)c1)c1ccccc1 | 2.5 | 47.0%[activator] | 8.9% | 1.8% | 11.4% | -1.7% | -13.8% | 83.8%[activator] | 15.7%
CC(=O)OCc1c(C(F)(F)F)nn(C)c1Oc1cccc(C(F)(F)F)c1 | 7.0 | 21.6% | 5.3% | · | 26.0% | 36.6% | -3.8% | -9.6% | 66.8%[activator]
Cc1ccc(S(=O)(=O)N2CCN(c3ncnc4scc(-c5ccccc5)c34)CC2)cc1 | 4.4 | 7.1% | -14.3% | 2.6% | 7.5% | · | -8.4% | 36.1%[activator] | ·
CCCOC1CCCN(C(=O)c2ccc(OC3CCN(C(=O)COC)CC3)cc2)C1 (configuration not stated) | -1.4 | 24.1% | -1.4% | 0.0% | 7.9% | -0.8% | -1.0% | -9.7% | ·
COc1ccc(NC(=S)N2c3ccccc3CC2C)cc1OC (configuration not stated) | 0.0 | -4.8% | -28.4% | 13.1% | -23.4% | -36.7% | 8.2% | -11.0% | 50.1µM*
O=C(N1CCN(c2cccc(Cl)c2)CC1)C1(S(=O)(=O)c2ccc(Cl)cc2)CC1 | -2.4 | 69.7%[activator] | -18.3%[57.1 µM] | 0.9% | -14.1%[56.9 µM] | -30.6% | 2.0% | 1.9% | -40.1%[59 µM]
Nc1ncnc2c1ncn2C1CCC(CO)C(O)C1 (configuration not stated) | -53.9* | 10.7% | -6.4% | 1.7% | 14.5% | 0.1% | -0.8% | 4.8% | 30.2%[59 µM]
Cc1cc(Nc2ccccc2)c2c([N+](=O)[O-])ccc(C)c2n1 | -3.1 | ? | 50.1µM* | 1.2% | -15.9% | 28.2µM* | -7.1% | -3.7%&-4.5% | 11.2µM*
COc1ccc(Cl)cc1NC(=O)NC1CCCCC1 | -3.0 | 10.6% | -3.8% | 7.0% | 4.6% | 7.7% | -3.8% | 415.8%[activator] | 9.7%
Cc1ccc(-n2c(CSc3nc(C)cc(C)n3)nnc2SCC(=O)NCc2ccco2)cc1 | -6.6 | 15.1% | 8.7% | 2.8% | 16.4% | -2.4% | 10.2% | 0.0% | 16.3%[59 µM]
CS(=O)(=O)N1CCN(c2ccc([N+](=O)[O-])c(N3CCOCC3)c2)CC1 | -0.8 | -19.4% | -16.2% | 7.8% | 7.0% | 1.2% | 11.5% | 0.0% | 30.4%[12.7 µM]
COc1ccc(C2CC(=O)c3cc(-c4nc(-c5ccc(Cl)cc5)cs4)c(=O)[nH]c3C2)cc1OC (configuration not stated) | -2.3 | 35.7% | 3.4% | -0.1% | -18.8% | ? | -18.9% | ? | -37.9%[59 µM]
CCOC(=O)c1c(NC(=O)COC(=O)c2ccc(O)cc2)sc(C(=O)N(C)C)c1C | 2.0 | 38.5%[activator] | -1.0% | -0.4% | -10.8% | 9.8% | 8.0% | -0.6% | 5.9%
O=C(N/N=C/c1ccc(OCC2COCCO2)cc1)c1ccc(Br)cc1 (configuration not stated) | -3.9 | 4.4% | -15.1% | 4.2% | 31.3%[activator] | -21.0% | 0.2% | -1.0% | 2.3%
Cc1ccc(C(=O)Nc2ncnc3sc4c(c23)CCCCC4)cc1 | 4.2 | 58.1%[activator] | 9.9%[57.1 µM] | 0.2% | -30.3%[56.9 µM] | ? | -2.9% | -0.1% | 1.9%
COc1ccccc1N(CC(=O)NCc1ccccc1)C(=O)CCC(=O)Nc1ccccn1 | -0.3 | 14.7% | 0.9% | 11.6% | 50.3% | 7.6% | -4.9% | 0.0% | 14.6%[59 µM]
COc1ccc(Cl)cc1NC(=O)CN(C)S(=O)(=O)c1ccc2c(c1)CCCN2C(C)=O | -3.1 | 25.8%[57 µM] | -11.3% | -0.3% | -25.0% | 3.0% | -3.1% | -15.9% | -31.2%[59 µM]
Nc1nnn(CC(=O)N/N=C/c2cccc3ccccc23)n1 | 4.3 | 22.0% | -16.1% | 11.0% | 16.7% | 6.6% | -12.0% | 17.2% | 28.4%[59 µM]
Cc1scc(C(=O)N/N=C/c2ccsc2)c1C | 2.2 | 19.4% | -14.8% | 5.4% | 15.7% | -2.9% | -0.9% | 5.8% | -6.6%
CNC(=O)C(=O)NCC1OCCN1S(=O)(=O)c1ccc(C)cc1 (configuration not stated) | -6.3 | 29.4% | -16.1% | 5.2% | 4.3% | -1.4% | -16.5% | 6.9% | 32.6%[activator]
C=CC[n+]1c(-c2ccc(C)cc2)csc1NNC(=O)Nc1ccccc1 | -1.1 | ? | 28.2µM* | 12.7% | -34.3% | 31.6µM* | · | ? | ?
Cc1nc(CC(=O)O)c(-c2ccccc2)s1 | 3.4 | 34.6%[activator] | 0.7% | -5.6% | 8.7% | -4.0% | 2.2% | 0.0% | -30.7%[12.7 µM]
CC1Cc2cc(-c3csc(N)n3)ccc2O1 (configuration not stated) | -11.5 | -8.1% | -33.6% | 14.9% | -28.5% | ? | -3.8% | 1.6% | ?
Cn1c(C(=O)N2CCC(C(=O)NCCc3ccc(S(N)(=O)=O)cc3)CC2)cc2sccc21 | 0.3 | 37.7% | 2.5% | -5.1% | -12.7% | -18.9% | 2.2% | -8.8% | 11.4%[59 µM]
O=[N+]([O-])c1cccc(-c2nnc(-c3ccccc3)o2)c1 | -0.4 | 22.2% | -14.7% | 0.9% | -9.5% | -33.4% | 16.0% | 0.4% | -2.8%
CC12CCC(C(=O)N(CC(O)CN3CCN(Cc4ccccc4)CC3)C1=O)C2(C)C (configuration not stated) | -10.3 | 25.8% | -6.3% | -4.5% | 2.0% | ? | 2.7% | ? | -48.1%[12.7 µM]
CC(=O)c1c(C)[nH]c(C(=O)OCc2ccccc2F)c1C | 3.9 | 41.6% | -13.4% | -7.3% | -10.1% | ? | 0.5% | -14.3% | 7.8%
Cc1ccccc1CN1CCNC(=O)C1CC(=O)NC1CCCCCCC1 (configuration not stated) | -2.4 | 28.5% | -28.8% | -9.6% | -17.6% | -6.2% | -1.1% | -22.3% | ·
CCCCC[n+]1ccn(-c2nc3ccccc3nc2[N-]S(=O)(=O)c2ccc(C)cc2)c1 | 3.5 | 52.4%[activator] | 17.2% | 0.1% | -4.7% | -31.9% | -4.1% | 0.0% | 4.6%
COc1ccc(C2c3ccc4ccccc4c3Oc3ncn4nc(Cc5ccccc5)nc4c32)cc1OC (configuration not stated) | -0.2 | 8.7% | -4.8% | -10.5% | -31.2% | -8.5% | -19.0% | 12.1% | 7.08µM*
CC(C)c1ccc(Oc2cccc(C(=O)/C(C#N)=C/N(C)C)c2)cc1 | -2.8 | 36.8% | -13.7% | 3.9% | 11.4% | 4.9% | 0.0% | -12.1% | -5.2%[12.7 µM]
CN(CC(=O)Nc1ccc(F)cc1)C(=O)CNC(=O)C1CCCCC1 | -5.0 | 25.2% | -8.2% | 9.0% | -1.0% | -0.1% | -2.9% | 153.4%[activator] | -0.1%[59 µM]
CN(C)c1ccc(CNC(=O)C2CCN(S(=O)(=O)c3ccc4c(ccn4C)c3)CC2)cc1 | -4.1 | 9.7%[57 µM] | ? | 30.9% | -26.8% | ? | 2.5% | ? | ?
